Assay outcomes from PubChem.
SENP7 block = inhibitors of human SENP7 protease; AID 434973; hit rate 1.5% among 330,000; recombinant SENP7, Z-RLRGG-aminoluciferin luminescence, 40 min; inhibition, % at 5 µM;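 active = inhibition above about 50% at the single test dose, limit read from the data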;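 note: plate controls were DMSO with enzyme for no effect and no enzyme buffer wells for full effect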
Target sequence (Q9BQF6 706-1050 limits assumed): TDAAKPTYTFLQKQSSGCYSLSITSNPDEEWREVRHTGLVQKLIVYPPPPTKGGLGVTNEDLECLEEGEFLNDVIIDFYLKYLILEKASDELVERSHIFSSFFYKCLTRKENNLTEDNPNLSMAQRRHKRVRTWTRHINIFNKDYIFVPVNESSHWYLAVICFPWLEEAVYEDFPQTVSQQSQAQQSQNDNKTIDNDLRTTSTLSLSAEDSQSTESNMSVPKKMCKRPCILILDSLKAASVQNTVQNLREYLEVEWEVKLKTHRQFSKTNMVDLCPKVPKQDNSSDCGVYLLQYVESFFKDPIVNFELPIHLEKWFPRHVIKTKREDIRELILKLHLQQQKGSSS
HKDC1 inh = inhibitors of human hexokinase HKDC1 | hit rate 0.16% among 340,000 | recombinant HKDC1, G6PDH/diaphorase resazurin coupled fluorescence | inhibition, % at 20 µM | AID 493160;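 active = inhibition above about 35% when tested at 20 µM, limit read from the data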;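 note: plate controls were DMSO wells with enzyme for no effect and DMSO wells lacking enzyme for full effect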
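Material – in-house recombinant HK5 (HKDC1) enzyme · Quantity – HKDC1 at 5 µg/mL · Buffer or medium – pH 8.0 Tris buffer with 10 mM MgCl2 · Reagent – glucose with 1 mM ATP · Dosing – single 20 µM dose · Times – reaction time 90 min, room temperature, protected from light · Technique – resorufin fluorescence at 613 nm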
SENP6 block = inhibitors of human SENP6 protease | Recombinant SENP6 catalytic domain, aminoluciferin luminescence | inhibition, % at 10 µM | hit rate 1.8% among 330,000;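 active = inhibition above about 50% at the single tested dose, limit read from the data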;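 note: plate controls were DMSO wells with enzyme for no effect and DMSO wells lacking enzyme for full effect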
Target sequence (Q9GZR1 628-1112 limits assumed): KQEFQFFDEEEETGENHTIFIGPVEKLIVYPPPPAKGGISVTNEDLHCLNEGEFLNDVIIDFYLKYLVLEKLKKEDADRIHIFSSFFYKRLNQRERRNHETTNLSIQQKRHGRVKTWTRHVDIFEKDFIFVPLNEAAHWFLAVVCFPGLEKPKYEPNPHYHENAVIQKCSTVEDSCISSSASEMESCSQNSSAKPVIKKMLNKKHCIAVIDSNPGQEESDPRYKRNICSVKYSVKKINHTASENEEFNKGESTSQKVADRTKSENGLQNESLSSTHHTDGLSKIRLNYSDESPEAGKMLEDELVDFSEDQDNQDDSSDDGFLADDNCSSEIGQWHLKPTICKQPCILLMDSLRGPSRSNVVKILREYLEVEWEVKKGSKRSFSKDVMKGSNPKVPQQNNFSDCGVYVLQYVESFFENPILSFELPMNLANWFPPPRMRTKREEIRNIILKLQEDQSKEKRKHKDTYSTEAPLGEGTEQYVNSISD
PfG6PD inh = PfG6PD (Plasmodium falciparum) enzyme inhibition; PfGluPho enzyme, NADPH resazurin-diaphorase fluorescence; inhibition, % at 20 µM; hit rate 0.78% among 350,000;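 active = inhibition reaching at least a set limit at 20 µM in the primary screen, cut at about 59% in these data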;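 note: 0% = DMSO wells with substrate and 100% = DMSO wells lacking glucose-6-phosphate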
SENP8 block-1 = SENP8 (human) protease inhibition; recombinant SENP8, Nedd8 substrate fluorescence; hit rate 0.64% among 360,000; AID 602440; inhibition, % at 20 µM; in the data active = inhibition mostly above about 40%, no sharp cut-off; inactive = mostly below about 27%
SENP8 block-2 = blocks the human protease SENP8; Q96LD8; purified SENP8, Z-RLRGG-aminoluciferin cleavage, luminescence; inhibition, % at 10 µM; hit rate 1.2% among 330,000; AID 2540; in the data active = inhibition above about 50%
SENP1 inh = SENP1 (human) catalytic domain inhibition | recombinant SENP1 catalytic domain, CyPet-SUMO1-YPet FRET cleavage | hit rate 0.21% among 360,000 | Q9P0U3 | inhibition, % at 10 µM | AID 624204;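 active = inhibition at least 30% at 10 µM, raw YFP signal under a set limit, fluorescence ratio 0.5 to 1.5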;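 note: 0% = enzyme with DMSO and 100% = no enzyme wells; some results filed as inactive read as strong as hits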
Target sequence (Q9P0U3 419-644 limits assumed): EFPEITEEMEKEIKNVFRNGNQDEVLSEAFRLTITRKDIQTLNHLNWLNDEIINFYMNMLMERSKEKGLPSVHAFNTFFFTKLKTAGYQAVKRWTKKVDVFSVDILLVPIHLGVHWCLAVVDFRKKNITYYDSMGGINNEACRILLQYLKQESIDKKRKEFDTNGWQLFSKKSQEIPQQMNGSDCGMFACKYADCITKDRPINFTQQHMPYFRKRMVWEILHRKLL
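Test system: hSENP1 catalytic domain, recombinant; Amount: 20 pM final SENP1 enzyme; Medium: Tris pH 8 buffer plus EDTA, NaCl, BME, BSA, NP40, catalase; Schedule: 50 min enzyme reaction, room temperature, light-protected; Technique: FRET fluorescence in CFP and YFP emission channels; Controls: no-enzyme wells low, DMSO-plus-enzyme wells high control.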
Apaf1 inhib = inhibitors of human Apaf-1 apoptosome; reconstituted apoptosome caspase-3 activity, DEVD-Rh110 fluorescence; inhibition, % at 20 µM; hit rate 0.71% among 330,000; active = inhibition of at least 40% at 20 µM;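 note: plate controls were DMSO wells for no effect and DEVD-CHO caspase inhibitor wells for full effect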
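Assay system: Apoptosome proteins | Medium: pH 7.5 Hepes buffer with CHAPS, BSA, DTT | Also added: Cytochrome c and DEVD-Rh110 substrate | Times: 30 min plus 50 min, RT | Detection: Rhodamine 110 fluorescence at Ex 480/Em 540 nm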
Numbers without * were called inactive; / = no result given.

SMILES	SENP7 block	HKDC1 inh	SENP6 block	PfG6PD inh	SENP8 block-1	SENP8 block-2	SENP1 inh	Apaf1 inhib
Cc1ccc(-c2cn3cccnc3n2)cc1NC(=O)c1cccs1	1.4	-1.6	-7.9	-5.2	-431.2	-0.9	-3.7	-5.0
COc1ccc(S(=O)(=O)N2CCCC(C(=O)Nc3cccc(C(C)=O)c3)C2)cc1 (stereo unspecified)	0.5	-1.6	-7.6	3.3	7.5	-7.9	1.0	13.3
COc1cccc(C(=O)Cn2c(Br)nc3c2c(=O)n(C)c(=O)n3C)c1	-3.4	-7.5	4.6	-15.6	10.4	7.6	1.2	5.0
Cc1cccc(CN2CCC(CNC(=O)C3CCCN(S(=O)(=O)c4cnc[nH]4)C3)CC2)c1 (stereo unspecified)	/	-3.1	/	-1.2	5.2	/	-19.4	/
CCC(C)N(CCNC(=O)CC1Oc2ccccc2NC1=O)C1CCCCC1 (stereo unspecified)	3.0	-0.6	-4.5	36.7	-0.9	-0.9	4.7	3.2
CC(C)(C)C(=O)NC(=S)Nc1cc(C(F)(F)F)ccc1N1CCOCC1	4.0	-5.4	-0.2	5.4	26.6	1.4	2.0	12.0
O=C(CCn1ccnc1)Nc1ccc2ccccc2c1	0.0	1.3	-7.6	13.1	-2.8	1.4	1.5	0.5
Cc1ccc(C(Sc2ccccc2)C(Cn2cncn2)C(=O)c2ccccc2)cc1 (stereo unspecified)	6.6	-10.3	-4.2	-2.2	12.7	13.9	1.2	-5.8
Cc1ccc(COc2ccsc2-c2n[nH]c(=S)n2C)cc1	-1.3	0.8	2.9	26.9	-97.1	0.7	1.4	-1.3
COc1cc(CCC(=O)NCc2ccc(S(N)(=O)=O)cc2)cc(OC)c1OC	-3.9	2.4	-21.5	-5.8	11.7	0.0	-0.2	4.2
CCOc1cc2[nH]c(=O)n(Cc3ccc(C(=O)NCCCN4CCC(C)CC4)cc3)c(=O)c2cc1OCC	-6.9	2.4	-8.3	-2.3	-141.0	4.3	-3.0	-15.3
COc1ccccc1N1CCN(C(=O)CNC(=O)c2ccc(Cl)cc2Cl)CC1	-1.2	-4.4	-12.4	9.4	5.1	2.3	-0.7	7.7
CCCNC(=O)C1CCN(S(=O)(=O)c2ccc3[nH]c(=O)ccc3c2)CC1	8.9	10.3	-10.1	-12.5	-4.7	-12.5	-4.1	6.9
CCC(CC)C1C(C#N)=C(N)SC(N)=C1C#N	-10.0	-0.5	-13.9	26.4	-2.9	-8.8	-23.8	12.4
CCCS(=O)(=O)N1CCN=C1SCc1cccc(C)c1	-5.9	-13.1	-23.7	12.8	9.8	-0.7	0.3	9.9
CC(=O)N1CCCc2cc(S(=O)(=O)N3CCN(C4CCCCC4)CC3)ccc21	7.8	-0.5	-3.1	-6.0	36.5	-1.8	2.4	0.0
Cc1cc(C(=O)N2CCN(c3ccccc3)CC2)no1	2.4	-0.3	2.6	-1.3	0.8	-4.5	1.2	-9.1
CN(C)S(=O)(=O)c1cccc(COc2cccnc2[N+](=O)[O-])c1	4.7	-4.4	-13.9	13.3	6.2	-3.1	-2.4	3.4
Cc1ccc(-n2c3nc(=O)[nH]c(=O)c-3cc3c(C)nn(-c4ccccc4)c32)c(C)c1	-4.6	-6.4	3.9	-3.6	-379.8	-15.9	-11.7	7.6
O=c1[nH]c(SCc2ccccc2Cl)nc2c1CCC2	6.9	-1.1	-15.7	-14.0	2.4	-14.6	-0.1	6.1
O=C(Nc1nnc(-c2ccccc2)o1)NC1CCCCC1	8.1	-0.6	6.7	-6.2	-7.0	-4.1	1.0	11.9
CC1NC(=O)NC1CCCCCC(=O)NCCc1ccccc1 (stereo unspecified)	-8.4	-6.9	-11.6	-11.3	5.2	-6.6	-2.8	-9.9
OCCCn1c(-c2ccccc2)nc(=S)c2c1CCCC2	2.0	4.9	-10.2	8.5	5.4	2.4	-1.9	-6.7
CC(=O)c1ccc(NC(=O)CCn2c(=S)oc3ccccc32)cc1	-8.8	0.0	-8.4	3.0	13.4	-9.2	2.0	18.7
CN1CCN(C(=O)c2cc(-c3ccco3)on2)CC1	1.1	-1.9	-3.7	-4.2	21.8	1.2	-0.9	-2.7
O=C(Cc1ccc(NC(=O)C2CCN(C(=O)C3CC3)CC2)cc1)Nc1ccc(C(=O)N2CCOCC2)cc1	/	2.2	/	-4.5	9.8	/	0.7	/
CCOC(=O)C(=O)c1csc(NC(=O)CCSc2ccc(C)cc2)n1	1.9	-5.1	-22.0	-1.5	3.2	-8.4	-1.0	11.9
CNS(=O)(=O)c1cccc(C(=O)OCc2csc(-c3ccccc3)n2)c1	1.6	-3.2	-15.4	10.2	-1.8	-14.1	-0.3	-11.4
COc1ccc2oc(=O)c(-c3nc4ccccc4o3)cc2c1	17.5	4.4	31.7	-5.0	-350.2	-2.0	-16.7	7.0
O=C(COc1cccc(Cl)c1)NNC(=S)Nc1ccccc1	0.4	-11.0	7.2	7.0	19.7	0.2	1.0	-5.2
COc1cc2c(cc1NC(=O)COC(=O)[C@@H](NS(=O)(=O)c1cccc(Cl)c1)C(C)C)oc1ccccc12	10.7	9.4	-2.1	3.9	5.6	3.2	0.4	12.7
CSc1sc(C)cc1C1C(C#N)=C(N)N(c2cccnc2)C2=C1C(=O)CC(C)(C)C2 (stereo unspecified)	-2.4	7.7	1.5	-16.5	-7.2	-0.6	-10.2	4.1
COc1ccccc1N1CCN(/N=C/c2ccc(O)cc2O)CC1	-10.5	-3.3	17.6	7.8	14.9	-19.8	1.6	1.9
CCCCN(CCCC)C1=Nc2ccccc2N/C1=C(/C#N)C(=O)OCC	-0.5	5.5	-11.9	13.3	-267.9	-1.3	-11.4	18.1
C/C(=N\OC(=O)c1ccc(C)cc1)c1c(C)nc2cc(C)ccn12	-10.3	-6.1	-36.8	7.4	-69.2	-13.4	6.9	4.7
CCSc1nnc(NC(=O)CSc2nc3c(c(=O)n2-c2ccccc2)SCC3)s1	-0.2	-2.2	7.1	-1.9	-70.6	-3.0	-0.9	5.8
COC(=O)c1cnc(NNS(=O)(=O)c2ccc(Cl)cc2)nc1C(F)(F)F	-9.4	0.0	-7.9	6.9	29.3	-0.3	2.0	-4.5
COCCN=c1scc(-c2cccs2)n1/N=C(\C)c1ccco1	7.9	4.1	0.7	7.7	9.9	-4.6	4.7	6.8
Cc1nn(CC(=O)Nc2nc3ccccc3s2)c(C)c1[N+](=O)[O-]	-4.9	-10.8	-6.9	-13.9	14.6	-2.8	0.1	-13.0
COCCn1c(C)cc(/C=N/NC(=O)c2cccnc2)c1C	1.6	-9.3	-37.5	0.7	13.9	-15.4	1.2	0.2
COC(=O)c1ccccc1NC(=O)c1cc2ccccc2o1	-4.6	-1.5	10.4	11.0	-17.8	2.5	0.1	8.9
Cc1cc([N+](=O)[O-])nn1CCCC(=O)Nc1cccc(Cl)c1Cl	-4.7	0.0	-5.3	5.0	1.5	-2.4	3.8	-16.6
CSCCC(NS(=O)(=O)c1ccc2c(c1)oc(=O)n2C)C(=O)NCc1ccc(C)cc1 (stereo unspecified)	7.6	-4.7	-2.5	-15.8	34.5	-2.1	0.7	-7.9
COc1ccccc1S(=O)(=O)Cc1ccc(C(=O)NCc2ccco2)o1	16.0	0.0	-0.8	-7.2	5.6	-3.8	0.3	-7.4
Cc1ccc(F)c(NC(=O)CCc2ccccc2)c1	32.5	-6.0	51.3*	2.3	40.0	1.5	-0.1	13.5
O=C(c1ccc(S(=O)(=O)N2CCOCC2)cc1)N1CCc2ccccc21	7.4	0.8	-3.9	-2.2	11.9	1.8	-0.3	7.6
Cc1cccc(NC(=O)c2cccc(S(=O)(=O)NCc3ccccc3)c2)n1	5.0	0.6	-6.1	-7.0	17.2	-4.9	0.6	9.6
O=C(NC1CCCC1)c1ccc(CS(=O)(=O)Cc2ccccc2F)o1	-2.3	-4.3	9.2	-6.9	0.7	-0.8	0.4	1.4
CCN(CC)C(=O)c1ccc(-c2nnc(Nc3ccc(C(=O)NC)cc3)c3ccccc23)cc1	7.9	-5.7	-19.1	-1.9	-335.5	-6.1	1.2	8.1
COc1cccc(OC)c1C(=O)NNC(=O)c1cccc(COc2ccc3c(c2)CCC3)c1	-5.6	-1.5	-5.1	-11.2	13.9	-5.7	1.6	22.2
COC(=O)c1ccc(/C=N/NC(=O)CC(=O)NC(C)C)cc1	-2.2	-13.0	-70.3	-5.6	4.4	-5.3	2.4	-7.7
Cc1ccccc1-c1nc(CS(=O)(=O)CC(=O)NCc2ccco2)c(C)o1	5.9	1.9	-2.7	-16.9	8.4	-8.6	0.6	8.8
CC(C)C(NC(=O)c1c(F)cccc1F)C(=O)N1CCN(c2ncccn2)CC1 (stereo unspecified)	-2.1	-2.2	-0.1	-0.5	-21.9	4.0	1.7	-8.4
COc1ccc(C[C@H]2CN3C(=NC[C@@H]3Cc3ccccc3)N2C[C@H](C)NC(=O)CCC2CCCCC2)cc1	6.1	/	-18.9	/	/	-11.6	/	51.6*
Cc1ccc2nc(C)c(C(=O)N/N=C/c3ccco3)cc2c1	5.8	8.5	-23.3	-2.8	14.8	1.6	0.4	-5.3
CC(C)NC(=O)/C(C#N)=C/c1ccc2c(c1)OCCO2	2.2	9.3	-8.7	-15.1	7.0	-4.7	1.0	-5.2
C=C(C)CNC(=S)NN=C1c2ccccc2-c2ccccc21	7.7	1.8	-0.5	16.2	10.0	10.7	6.5	0.2
Cc1ccc(-n2c(SCC(=O)OC(C)C)nnc2-c2ccco2)cc1	2.7	1.5	10.1	2.7	4.5	2.9	-0.9	-1.6
O=C(O)/C=C/c1cn(Cc2ccccc2)nc1-c1ccc(Cl)cc1	8.3	2.9	2.8	-33.1	14.3	-4.2	0.8	0.4
CN1CCN(c2ccc(S(=O)(=O)N3CCOCC3)cc2)CC1	12.2	-4.3	-15.3	-4.0	15.0	-9.2	0.5	-17.3
COc1ccc(CN(CC(=O)NC2CCCC2)C(=O)CCC(=O)Nc2nccs2)cc1	-1.7	0.1	-15.0	-16.2	-2.6	-9.6	-0.9	3.3
CCN(CC)C(=S)SCC(=O)Nc1nc(=O)c2ccccc2s1	-2.5	-4.6	-12.2	2.8	-0.7	-3.2	0.4	-2.0

Reformatted: two of the compounds above
> Cc1ccc(F)c(NC(=O)CCc2ccccc2)c1
  SENP7 block: 32.5
  HKDC1 inh: -6.0
  SENP6 block: 51.3*
  PfG6PD inh: 2.3
  SENP8 block-1: 40.0
  SENP8 block-2: 1.5
  SENP1 inh: -0.1
  Apaf1 inhib: 13.5

> O=C(c1ccc(S(=O)(=O)N2CCOCC2)cc1)N1CCc2ccccc21
  SENP7 block: 7.4
  HKDC1 inh: 0.8
  SENP6 block: -3.9
  PfG6PD inh: -2.2
  SENP8 block-1: 11.9
  SENP8 block-2: 1.8
  SENP1 inh: -0.3
  Apaf1 inhib: 7.6

Some values from the results shown:
Cc1ccc(-n2c(SCC(=O)OC(C)C)nnc2-c2ccco2)cc1 @ Apaf1 inhib: -1.6
Cc1cc([N+](=O)[O-])nn1CCCC(=O)Nc1cccc(Cl)c1Cl @ PfG6PD inh: 5.0
CSCCC(NS(=O)(=O)c1ccc2c(c1)oc(=O)n2C)C(=O)NCc1ccc(C)cc1 (stereo unspecified) @ SENP8 block-1: 34.5
C=C(C)CNC(=S)NN=C1c2ccccc2-c2ccccc21 @ SENP7 block: 7.7
O=C(c1ccc(S(=O)(=O)N2CCOCC2)cc1)N1CCc2ccccc21 @ SENP1 inh: -0.3
CCN(CC)C(=S)SCC(=O)Nc1nc(=O)c2ccccc2s1 @ HKDC1 inh: -4.6
